Pf growth 96h: P. falciparum growth inhibition at 96 hour, primary screen for plastid delayed-death inhibitors | Potency, µM (doses to about 28.7 µM), without a hit: at the highest dose activity change, negative = inhibition, usual class: inhibitors | P. falciparum luciferase reporter growth, 96 h | 320,000 tested, 6.9% active; also: potency is read from the fitted curve at half-maximal effect; % is scaled to controls: 0 for no effect and ±100 for the full control effect
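Plates of compound plus infected erythrocytes (2% hematocrit, 0.05% parasitemia final) incubate 96 hours, 37 C, 5% CO2. Detection reagent added; reduced luminescence from the parasites' luciferase reporter flags inhibition.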
Pf growth 48h: P. falciparum growth inhibition at 48 hours (one generation). P. falciparum luciferase growth in erythrocytes, 48 h. Potency, µM (top dose mostly 28.7 µM), for inactives: top-dose activity change, negative = inhibition, hits mostly inhibitors. 310,000 tested, 5.9% active. AID 504832; also: potency is read from the fitted curve at half-maximal effect; % is scaled to controls: 0 for no effect and ±100 for the full control effect
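Cell-based growth assay: transgenic P. falciparum expressing firefly luciferase, cultured in red cells within RPMI 1640 containing 0.5% w/v Albumax, 24 mM bicarbonate and gentamycin. A drop in luciferase activity indicates inhibition.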
Shiga toxin inh: inhibitors of Shiga toxin in Vero cells | Vero cells, Shiga toxin protein synthesis inhibition reporter | inhibition, % at 38.7 µM | 290,000 tested, 9.2% active; in the data active = inhibition mostly above about 28%, no sharp cut-off; inactive = mostly below about 43%; also: 0% is about no effect
AmpC inh no detg: AmpC beta-lactamase inhibition without detergent; AID 485341; Potency, µM (highest dose often 57.1 µM), inactives show at the top dose activity change, negative = inhibition, hits mostly inhibitors; 330,000 tested, 0.52% active; AmpC nitrocefin hydrolysis, absorbance 480 nm, 0.0001% Triton; P00811;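 also: potency is read from the fitted curve at half-maximal effect; plate controls were no compound for no effect and no enzyme for full effect; nearly all actives have a fitted effect of over 20% in size; some results filed as inactive show a strong effect at the top dose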
Target sequence (P00811 whole entry, looked up): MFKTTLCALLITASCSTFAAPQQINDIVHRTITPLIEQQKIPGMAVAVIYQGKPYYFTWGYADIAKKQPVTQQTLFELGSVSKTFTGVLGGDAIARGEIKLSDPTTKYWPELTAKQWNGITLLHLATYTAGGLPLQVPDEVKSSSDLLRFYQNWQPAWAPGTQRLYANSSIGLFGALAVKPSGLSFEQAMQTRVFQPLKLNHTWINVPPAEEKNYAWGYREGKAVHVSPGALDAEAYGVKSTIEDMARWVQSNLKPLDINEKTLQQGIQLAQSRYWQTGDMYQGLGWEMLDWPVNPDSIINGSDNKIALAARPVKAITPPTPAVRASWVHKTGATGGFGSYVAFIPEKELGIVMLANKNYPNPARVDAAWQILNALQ
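AmpC (5.3 nM in the dispensed reagent) in 20 mM phosphate pH 7.0 with 0.01% (detergent screen) or 0.0001% Triton X-100 was preincubated with compounds for 15 min at room temperature. Nitrocefin was then added from an 800 uM solution, and hydrolysis was followed at 480 nm.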
TbPYK inhibitor: blocks Trypanosoma brucei pyruvate kinase; TbPYK enzyme, Kinase-Glo Plus ATP luminescence, 45 min; AID 624173; Potency, µM (doses to about 76.8 µM), without a hit: top-dose activity, negative = inhibition, hits mostly inhibitors; 410,000 tested, 0.12% active; also: potency is read from the fitted curve at half-maximal effect; % is scaled to controls: 0 for no effect and ±100 for the full control effect; nearly all actives have a fitted effect of over 50% in size
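Readout: single end-point luminescence (Kinase-Glo Plus, 10 min). Reaction conditions were TbPYK/substrate plus 130 uM ADP, 45 min at RT, pH 7.2 TEA buffer. No-enzyme wells served as controls, and data were normalized before concentration-response fitting.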
Cycloheximide cs: counter-screen hit for Shiga toxin inhibitors, cycloheximide. max response, %. cell reporter, cycloheximide protein synthesis inhibition counterscreen. 300,000 tested, 12% active; in the data active = max response mostly above about 13%, no sharp cut-off; inactive = mostly below about 14%; also: read at 38.3 µM for the half of the compounds with a filed dose; 0% is about no effect
LmPK inh: LmPK (Leishmania mexicana) enzyme inhibition | purified LmPK, Kinase-Glo ATP luminescence, 1 h | Potency, µM (titrated, usually from 57.5 µM), without a hit: at the highest dose activity change, negative = inhibition, actives largely listed as inhibitors | 290,000 tested, 0.37% active | AID 1721; also: potency is read from the fitted curve at half-maximal effect; % is scaled to controls: 0 for no effect and ±100 for the full control effect
Target sequence (Q27686 whole entry, looked up): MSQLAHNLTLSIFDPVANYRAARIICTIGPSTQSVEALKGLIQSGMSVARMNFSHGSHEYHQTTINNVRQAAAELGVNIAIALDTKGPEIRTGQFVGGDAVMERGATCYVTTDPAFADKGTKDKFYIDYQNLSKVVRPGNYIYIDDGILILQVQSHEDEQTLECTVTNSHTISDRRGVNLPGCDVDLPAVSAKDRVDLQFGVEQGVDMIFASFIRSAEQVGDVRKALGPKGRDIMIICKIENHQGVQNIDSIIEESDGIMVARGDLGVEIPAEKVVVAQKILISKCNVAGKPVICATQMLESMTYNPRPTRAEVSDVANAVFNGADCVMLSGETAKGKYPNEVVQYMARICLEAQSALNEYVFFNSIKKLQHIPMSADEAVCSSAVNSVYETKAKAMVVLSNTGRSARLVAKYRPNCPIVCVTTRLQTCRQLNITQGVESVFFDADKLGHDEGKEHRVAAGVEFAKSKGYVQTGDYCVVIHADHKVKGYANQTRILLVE
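Kinase-Glo luminescence read after 1 h RT reaction of 0.1 nM LmPK with 0.5 mM PEP and 0.1 mM ADP. Activity scaled between uninhibited and enzyme-free controls.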
Active calls of the source: *; ? = inconclusive; . = not tested or not shown; & = joins results of further samples; [ ] = dose if it differs, or a comment. Unless noted, calls follow the shape of the dose curve; as a rule, active = well fitted curve in the direction sought with a large enough effect; inconclusive = small, poorly fitted or top-dose-only effect, or another doubt; inactive = no such curve, though single readings can be large; an effect the other way counts as inactive or inconclusive.

Field names – A = Pf growth 96h; B = Pf growth 48h; C = Shiga toxin inh; D = AmpC inh no detg; E = TbPYK inhibitor; F = Cycloheximide cs; G = LmPK inh
smiles: O=C(O)c1cccc(NS(=O)(=O)c2cccc3nsnc23)c1
  A = .; B = 6%; C = 20; D = -17%; E = 10%; F = -3; G = 1%
smiles: COc1ccccc1Cn1c(=S)[nH]c2cc(C(=O)N3CCN(c4ccccc4OC)CC3)ccc2c1=O
  A = 6%; B = 1%; C = 0; D = -4%; E = -12%; F = 7; G = -2%
smiles: CC(C)C(=O)Nc1c2c(nn1-c1ccc(F)cc1)CSC2
  A = 0%; B = 7%; C = -7; D = -9%; E = 2%; F = 21; G = -2%
smiles: Cc1cc2nccc(-c3ccc(OCCCF)cc3)n2n1
  A = 20%; B = 16%; C = -11; D = -10%; E = 1%; F = -2; G = 10%
smiles: Cc1cccc(OCC(=O)NNC(=O)c2cc3ccccc3oc2=O)c1
  A = .; B = 16%; C = 81; D = -11%; E = -2%; F = 3; G = 1%
smiles: CCOc1ccccc1C(=O)Nc1cc2c(cc1N1CCCC1)n(CC)c(=O)n2CC
  A = -12%; B = ?; C = -10; D = 186%[activator]; E = -11%; F = -4; G = -8%
smiles: CCCCN(CCCNC(=O)c1c(C)cc(=O)oc1C)c1ccccc1
  A = -11%; B = ?; C = -8; D = 78%[activator]; E = -5%; F = 12; G = 3%
smiles: CCOC(=O)[C@H]1[C@H]2COc3ccc(Cl)cc3[C@@H]2N2C(=O)c3ccc(C)cc3NC(=O)[C@@]12C
  A = ?; B = ?; C = .; D = -19%; E = 6%; F = .; G = .
smiles: COc1ccccc1NC(=O)c1sc2nc3n(c(=O)c2c1C)CCC3
  A = ?; B = 22%; C = -7; D = -25%; E = 3%; F = -2; G = 0%
smiles: Cc1nn(-c2cccc(Cl)c2)c2c1C(c1cccnc1)C(C#N)=C(N)O2 (stereo not given)
  A = -10%[5.75 µM]; B = -13%; C = -6; D = -37%; E = 0%; F = -3; G = 2%
smiles: CCOC(=O)c1c(NC(=O)COc2ccccc2)sc2c1CC(C)(C)NC2(C)C
  A = -33%[5.75 µM]; B = ?; C = -17; D = -11%; E = -13%; F = -2; G = -1%
smiles: Cc1c(CN2CCN(c3cccc(C(F)(F)F)c3)CC2)c(=O)n(-c2ccccc2)n1C
  A = 0%; B = .; C = -14; D = 105%[activator]; E = -3%; F = 0; G = -1%
smiles: CCN(CC)C(=O)c1ccc2c(c1)nnn2C
  A = 47%[activator]; B = 17%; C = -2; D = -21%; E = -2%; F = -4; G = -1%
smiles: COc1cc(Br)c(-c2sc(Nc3ccccc3)n[n+]2-c2ccccc2)cc1OC
  A = ?; B = 2%; C = -9; D = -26%; E = -9%; F = 1; G = -2%
smiles: CCN(C(=O)CSc1ncccn1)c1c(N)n(Cc2ccccc2)c(=O)[nH]c1=O
  A = 2%; B = ?; C = .; D = -2%; E = 1%; F = .; G = .
smiles: O=C(COc1ccccc1F)N1CCc2ccccc2C1
  A = 11%; B = 12%; C = -6; D = 22%; E = 2%; F = -3; G = -1%
smiles: O=C(CNc1ccccc1)N/N=C/c1c(O)ccc2ccccc12
  A = 407%[activator]; B = ?; C = -4; D = -47%; E = -16%; F = 14; G = -2%
smiles: C=CCN1C(=O)C2(C(C(=O)OCC)=C(N)Oc3ccccc32)c2c1c1ccccc1oc2=O (stereo not given)
  A = .; B = 5%; C = -11; D = -3%; E = -2%; F = -4; G = -4%
smiles: COC(=O)c1ccc([N+](=O)[O-])cc1N1C(=O)C2C3CCC(C3)C2C1=O (stereo not given)
  A = 87%[5.75 µM]; B = 6%; C = -10; D = -3%; E = 3%; F = 2; G = -1%
smiles: CCOC(=O)c1c(C)cc(=O)oc1C
  A = 28%; B = 0%; C = -9; D = -16%; E = 3%; F = 1; G = -4%
smiles: O=C(Nc1ccc(F)cc1)Nn1cnnc1
  A = 189%[activator]; B = 53%[activator]; C = -5; D = 7%; E = 0%; F = -2; G = 2%
smiles: CNc1ccccc(C(=O)/C=C/c2ccccc2OC)c1=O
  A = ?; B = ?; C = 55*; D = -44%; E = -22%; F = 31*; G = 2%
smiles: O=C(NC1(C(=O)NC2CCCCC2)CCCCC1)c1ccc2c(c1)OCO2
  A = 29%; B = -4%; C = -2; D = -18%; E = 0%; F = -1; G = 0%
smiles: Oc1c(Br)cc(Br)cc1Br
  A = 31%&29%[activator]; B = 30%&3%[activator]; C = .; D = -11%; E = -7%&-4%; F = .; G = .
smiles: CCOCN(C(=O)Cn1c(CO)nc2ccccc21)c1c(C)cccc1CC
  A = 10µM*; B = 0%; C = -16; D = 81%[activator]; E = -2%; F = -7; G = 6%
smiles: O=S(=O)(Nc1ncccn1)c1ccc(-n2cnnn2)cc1
  A = 18%; B = -1%; C = -3; D = -11%; E = 7%; F = -6; G = 0%
smiles: Cc1nn(-c2ccccc2)c(Cl)c1/C=N/NC(=O)c1cccnc1
  A = ?; B = 5%; C = 27; D = -15%; E = -2%; F = 33*; G = -9%
smiles: Cc1ccc(S(=O)(=O)NCC2CCC(C(=O)NCc3cccnc3)CC2)cc1 (stereo not given)
  A = 13%; B = ?; C = -3; D = -6%; E = -2%; F = -5; G = 5%
smiles: Nc1c(-c2ccc(Cl)cc2)cnn1-c1ccccc1
  A = 207%[activator]; B = 10%[0.00184 µM]; C = 114*; D = -14%; E = 3%; F = 37*; G = -3%
smiles: N#Cc1c(N)nc2c(c1-c1ccc(F)cc1)CCC2
  A = 9%; B = 10%; C = -5; D = -24%; E = 4%; F = -1; G = 6%
smiles: S=C(NC1CCCCC1)N1CCN(C2CCCCC2)CC1
  A = 0%; B = -21%; C = 13; D = 11%; E = 0%; F = 14; G = 1%
smiles: C=CCOc1ccc(C(=O)Nc2ncn[nH]2)cc1
  A = -28%; B = 43%[activator]; C = 8; D = -4%; E = 0%; F = -3; G = -7%
smiles: Cc1ccc(N2CC(C(=O)N3CCCCCC3)CC2=O)cc1 (stereo not given)
  A = ?; B = 8%; C = -11; D = 0%; E = -6%; F = 11; G = 0%
smiles: OC(Cn1cccn1)c1ccccc1 (stereo not given)
  A = 19%; B = 19%; C = 26; D = -5%; E = 5%; F = -1; G = -1%
smiles: Cc1cc2c(c(=O)o1)C(C1C=CCCC1)C(C#N)=C(N)O2 (stereo not given)
  A = .; B = -11%; C = 31; D = -24%; E = 0%; F = -1; G = 6%
smiles: Cc1ccc2sc(N(CCCN(C)C)C(=O)c3ccc(S(=O)(=O)N(C)C)cc3)nc2c1C
  A = ?; B = ?; C = 11; D = 147%[activator]; E = -5%; F = -10; G = 3%[11.5 µM]
smiles: CN1CCN(c2nc3c(c(=O)n(C)c(=O)n3C)n2Cc2ccccc2F)CC1
  A = -21%; B = -14%; C = 11; D = 0%; E = 4%; F = 0; G = 2%
smiles: CC(=O)c1ccc(OCCn2c(SCC(=O)O)nc3ccccc32)cc1
  A = ?; B = -15%; C = -5; D = -24%; E = -8%; F = -4; G = 1%
smiles: CSCC[C@H](NC(=O)C(C)(C)Oc1ccc(Cl)cc1)c1nc2ccccc2[nH]1
  A = 10µM*; B = ?; C = 12; D = -23%; E = -1%; F = 4; G = -1%
smiles: O=C(Nc1ccc(Cl)cc1)c1ccncc1
  A = 36%[activator]; B = 47%[activator]; C = 52*; D = .; E = -4%; F = 20; G = 0%
smiles: COC(=O)CNS(=O)(=O)c1ccc(C)cc1
  A = -18%; B = .; C = -8; D = -9%; E = 0%; F = -4; G = 5%
smiles: CCCCCCCCCCCCCCCC[n+]1cccc(C(=O)N(CC)CC)c1
  A = 2.6µM*; B = 5.2µM*; C = -13; D = 380%[activator]; E = 3%&-4%; F = -1; G = 5%
smiles: Cn1c(=O)c(=O)n(C)c2cc(N3CCCC3)c(NS(=O)(=O)c3ccc(F)cc3)cc21
  A = ?; B = 5%; C = -5; D = 0%; E = -4%; F = -3; G = 9%
smiles: Cc1ccc(-n2ncc3c(N4CCC(C(N)=O)CC4)ncnc32)c(C)c1
  A = .; B = 4%; C = -7; D = -6%; E = .; F = 1; G = 0%
smiles: COc1ccc(N2CCN(C(=O)Cc3ccc(C)cc3)CC2)cc1
  A = 53%[activator]; B = -1%; C = -8; D = 12%; E = -2%; F = 13; G = 0%

One compound at a time (already shown). Values in the order: Pf growth 96h, Pf growth 48h, Shiga toxin inh, AmpC inh no detg, TbPYK inhibitor, Cycloheximide cs, LmPK inh
Listed for Cn1c(=O)c(=O)n(C)c2cc(N3CCCC3)c(NS(=O)(=O)c3ccc(F)cc3)cc21 → ?, 5%, -5, 0%, -4%, -3, 9%
Listed for C=CCOc1ccc(C(=O)Nc2ncn[nH]2)cc1 → -28%, 43%[activator], 8, -4%, 0%, -3, -7%
Listed for CSCC[C@H](NC(=O)C(C)(C)Oc1ccc(Cl)cc1)c1nc2ccccc2[nH]1 → 10µM*, ?, 12, -23%, -1%, 4, -1%
Listed for COC(=O)CNS(=O)(=O)c1ccc(C)cc1 → -18%, ., -8, -9%, 0%, -4, 5%

(cont.)
Field names – A = Pf growth 96h; B = Pf growth 48h; C = Shiga toxin inh; D = AmpC inh no detg; E = TbPYK inhibitor; F = Cycloheximide cs; G = LmPK inh
smiles: COC(=O)c1cc(C(=O)CSc2nc(C)cc(C)n2)ccc1O
  A = 5%; B = 54%[activator]; C = 24; D = -1%; E = -11%; F = -1; G = 1%
smiles: Cc1ccc(C)n1-c1ccc(-c2nnc3n2CCCCC3)s1
  A = ?; B = ?; C = 15; D = 58%; E = 6%; F = 3; G = -5%
smiles: O=C(NCCNCc1cccs1)c1ccccc1F
  A = 3%; B = 35%[activator]; C = -6; D = -12%[11.4 µM]; E = 25%; F = 8; G = -3%
smiles: CN(C)/C=C1/OC(=O)C(C#N)=C1c1ccc(Cl)cc1
  A = 0%; B = 9%; C = -4; D = -15%; E = 0%; F = -1; G = 4%
smiles: N#C/C(=C\c1c(N2CCCCC2)nc2ccccn2c1=O)C(=O)NC1CCS(=O)(=O)C1 (stereo not given)
  A = 10%; B = 19%; C = -8; D = -8%; E = -14%; F = 0; G = -2%
smiles: Cc1cccn2cc(-c3ccccc3)nc12
  A = ?; B = 386%[activator]; C = 64*; D = -15%; E = -15%; F = 52*; G = ?
smiles: Cc1ccc(N2C(=O)C3C4CC(=O)C(c5ccccc54)C3C2=O)cc1C (stereo not given)
  A = 434%[activator]; B = 11%; C = -3; D = 14%; E = 5%; F = 5; G = 4%
smiles: COc1ccc(C(C)NC(=O)CCc2ccccc2)cc1 (stereo not given)
  A = 3%; B = 3%; C = -4; D = -15%; E = -4%; F = 1; G = -1%
smiles: COC(=O)CNC(=O)C1CCCN1C(=O)OC(C)(C)C (stereo not given)
  A = 18%; B = .; C = 10; D = -18%; E = 0%; F = 1; G = 3%
smiles: CNc1nc(NC#N)nc(SC)n1
  A = 27%; B = 7%; C = -7; D = -9%; E = -14%; F = -2; G = -7%
smiles: CCC(CC)N1CCN(C(=O)Cc2ccccc2)CC1
  A = ?; B = 8%; C = -2; D = -19%; E = 8%; F = -3; G = -10%
smiles: CCOC(=O)COc1ccc(Br)cc1C1NC(=O)NC(C)=C1C(=O)NCc1ccccc1 (stereo not given)
  A = ?; B = 28%; C = -5; D = 36%; E = 1%; F = -2; G = 10%

Not a hit list; about 22% have a hit in one of these screens.
